D1 antagonist – blocks dopamine activation of the human D1 receptor; AID 504652; activity change, negative = inhibition, % at 10 µM; 3.2% of 360,000 active; HEK293 TREx D1 cells, calcium flux, dopamine EC80; hits give low values; in the data active = activity change below about -30%; note: % is set by controls: 0 for no effect and ±100 for the full control effect
Target sequence (P21728 whole entry, looked up): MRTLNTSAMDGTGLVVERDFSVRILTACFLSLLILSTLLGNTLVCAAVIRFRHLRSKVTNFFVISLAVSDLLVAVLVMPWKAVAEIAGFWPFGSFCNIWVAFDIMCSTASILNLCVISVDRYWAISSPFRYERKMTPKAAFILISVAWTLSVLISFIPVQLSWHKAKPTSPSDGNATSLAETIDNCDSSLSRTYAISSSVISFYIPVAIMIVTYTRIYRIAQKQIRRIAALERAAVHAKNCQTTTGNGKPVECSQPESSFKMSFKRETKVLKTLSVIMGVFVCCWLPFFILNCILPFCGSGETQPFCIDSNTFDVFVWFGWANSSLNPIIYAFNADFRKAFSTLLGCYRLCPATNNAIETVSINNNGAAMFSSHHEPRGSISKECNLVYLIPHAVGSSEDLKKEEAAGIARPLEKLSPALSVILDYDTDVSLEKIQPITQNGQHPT
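Compound effects on dopamine-evoked calcium signalling were measured in tetracycline-induced HEK293 Trex D1 cells. Dopamine at EC80 followed a 180 s compound pre-read, and fluorescence was tracked kinetically for 180 s more.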
TRHR agonist – agonists of human TRH receptor; P34981; TRHR cells, calcium flux fluo-8, FDSS agonist mode; 0.18% of 360,000 active; activation, % at 2 µM; AID 493084; in the data active = activation above about 30%; note: 0% is about no effect
Target sequence (P34981 whole entry, looked up): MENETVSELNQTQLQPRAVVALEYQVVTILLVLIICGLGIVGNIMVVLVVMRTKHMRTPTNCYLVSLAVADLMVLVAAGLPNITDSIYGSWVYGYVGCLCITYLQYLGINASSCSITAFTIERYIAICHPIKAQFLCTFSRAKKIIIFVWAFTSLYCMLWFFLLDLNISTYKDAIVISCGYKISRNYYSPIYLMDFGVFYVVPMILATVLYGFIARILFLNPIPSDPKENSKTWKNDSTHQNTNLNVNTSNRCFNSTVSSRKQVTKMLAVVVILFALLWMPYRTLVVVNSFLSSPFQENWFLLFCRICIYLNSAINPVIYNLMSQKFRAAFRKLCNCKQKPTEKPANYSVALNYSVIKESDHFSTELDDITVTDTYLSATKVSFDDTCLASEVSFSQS
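TRHR-expressing cells loaded with fluo-8 calcium dye; 23 nL library compound pin-transferred, kinetic FDSS fluorescence (Ex 480/Em 530) recorded about 180 s for agonist-induced calcium release, before a 10 nM TRH EC20 addition for potentiator mode.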
D1 PAM – enhances dopamine response at the human D1 receptor | 0.036% of 360,000 active | HEK293 TREx D1 cells, calcium flux, dopamine EC20 potentiation | potentiation, % at 10 µM | P21728; in the data active = potentiation above about 30%; note: 0% is about no effect
RXFP1 antagonist – RXFP1 (human) relaxin receptor antagonism. Q9HBX9. HEK293-RXFP1, relaxin-stimulated cAMP HTRF, 30 min; hits give low values. activity change, negative = inhibition, % at 57.5 µM. 0.59% of 350,000 active. AID 1259400;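 active = activity change of -60% or lower, but not beyond a set lower limit; inconclusive = change between -60% and -40%, or beyond the set limit; inactive = change above -40%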; note: % is set by controls: 0 for no effect and ±100 for the full control effect
RXFP1 ag – RXFP1 (human) receptor agonism; Q9HBX9; HEK293T-RXFP1 cAMP TR-FRET, 30 min; response scale: percent of porcine relaxin response, buffer zero; Potency, µM (top dose mostly 57.5 µM), for the others: at the top dose activation, usual class: activators; 0.3% of 370,000 active; note: potency is the fitted concentration of half-maximal effect; % is set by controls: 0 for no effect and ±100 for the full control effect; nearly all actives have a fitted effect of over 60% in size; many of its hits are not listed in these tables
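Agonist response is measured as cAMP accumulation in an RXFP1-transfected HEK293T line under PDE4 inhibition. Values are scaled between buffer-only and 29 nM porcine relaxin, and EC50s come from standard Hill equation fits.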
TRHR PAM – allosteric enhancers of human TRH receptor; TRHR cells, fluo-8 calcium fluorescence, EC20 TRH enhancement; 0.66% of 360,000 active; enhancement, % at 2 µM; in the data active = enhancement above about 30%; note: 0% is about no effect
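TRHR-expressing cells loaded with fluo-8 calcium dye were read kinetically (ex 480/em 530) during compound addition, then stimulated with an EC20 of TRH (10 nM final). Enhancement of the Gq-mediated intracellular calcium response was scored.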
D2 PAM – D2 dopamine receptor (human) potentiation. AID 485347. 0.34% of 340,000 active. HEK293 T-REx D2, calcium flux, EC20 dopamine potentiation. potentiation, % at 10 µM;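 active = potentiation over 3 SD above the plate norm, cut at about 30% in these data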; note: 0% is about no effect
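Tetracycline-induced Hek293 Trex D2 cells, force-coupled to calcium, loaded with no-wash calcium dye. Compound added with 180 s kinetic read for agonism, then EC20 dopamine and a further 180 s read for potentiation.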
D1 ag – activates the human D1 dopamine receptor; HEK293 T-REx D1 cells, calcium flux, agonist mode; activation, % at 2 µM; 1% of 360,000 active; AID 504660; in the data active = activation above about 30%; note: 0% is about no effect
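Tetracycline-induced HEK293 TREx D1 cells, force-coupled to calcium signalling, were dye-loaded with a no-wash calcium kit. Compound was pin-added after a 10 s baseline. Fluorescence was read kinetically at 1 cycle/s for 180 s, with calcium rises flagged as agonism.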
Anesthetic bind – binds horse apoferritin like a general anesthetic | 0.074% of 350,000 active | Potency, µM (highest dose often 77.5 µM), without a hit: at the top dose activity change, negative = displacement, actives largely listed as inhibitors | P02791 | AID 485281 | apoferritin/1-aminoanthracene competitive binding, fluorescence; note: potency is the fitted concentration of half-maximal effect; % is set by controls: 0 for no effect and ±100 for the full control effect; nearly all actives have a fitted effect of over 20% in size
Target sequence (P02791 2-175 limits assumed): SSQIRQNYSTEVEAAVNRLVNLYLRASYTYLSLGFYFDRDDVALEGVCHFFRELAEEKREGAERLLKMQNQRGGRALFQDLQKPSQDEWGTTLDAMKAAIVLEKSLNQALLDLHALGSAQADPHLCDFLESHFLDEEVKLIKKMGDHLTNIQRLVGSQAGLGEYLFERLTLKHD
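Horse-spleen apoferritin (10 uM) in 50% saturated 1-aminoanthracene in PBS was incubated 10 min at room temperature with compound. Fluorescence (ex 380, em 535 nm) was normalized to free and bound 1-AMA, with concentration-response fitted by a four-parameter Hill equation.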
The depositor's hits bear a star; ? = inconclusive; . = no result given; [ ] = dose if it differs, or a comment. Unless noted, calls come from the whole dose curve; as a rule, active = well fitted curve in the direction sought with a large enough effect; inconclusive = small, poorly fitted or top-dose-only effect, or another doubt; inactive = no such curve, though single readings can be large; an effect the other way counts as inactive or inconclusive. This is a subset; the hit share may differ from the screen's.

Below each compound: D2 PAM | TRHR agonist | RXFP1 antagonist | D1 antagonist | Anesthetic bind | RXFP1 ag | TRHR PAM | D1 ag | D1 PAM
Oc1ccc(Nc2nc(Cl)nc(NCc3ccco3)n2)cc1
→ 14 | 0.0 | 2 | 2 | -1% | 0.0% | -6 | 1 | -10
CSc1cccc(NS(=O)(=O)c2cccc3nsnc23)c1
→ -3 | -0.2 | 0 | 5 | -2% | -0.1% | 5 | 3 | 0
CC(C)c1ccc2oc(=O)cc(CN3CCOCC3)c2c1
→ 0 | -0.3 | 3 | 10 | 6% | 2.5% | 10 | 3 | -4
Cc1ccc(C(=O)NN2C(=O)/C(=C/c3cn(C)c4ccccc34)SC2=S)cc1
→ 1 | -0.4 | -5 | 18 | 45%[activator] | 0.8% | 9 | 65* | -2
CC(=O)Nc1ccc(NC(=O)c2cc(=O)c3ccc(C)cc3o2)cc1
→ 6 | -1.3 | -8 | 3 | -6% | 4.1% | 10 | 2 | 1
Cc1cc(C)nc(NC(N)=NC(C)c2ccccc2)n1 (stereo unspecified)
→ -20 | 0.7 | 5 | 9 | -8% | 0.0% | -13 | 0 | -4
CCOc1ccccc1/C=c1\sc2nc(-c3ccco3)nn2c1=O
→ -7 | -1.6 | -6 | 19 | 1% | -1.1% | 8 | 2 | -2
Nc1nc(CN2CCN(Cc3ccc4c(c3)OCO4)CC2)nc(Nc2ccccc2)n1
→ -18 | -1.1 | 5 | -47* | -9% | 0.4% | 10 | 2 | -10
COc1cccc(OCCCN2CCCCC2)c1
→ -9 | 0.7 | -26 | 5 | -6% | -0.3% | -2 | 3 | 4
CCOC(=O)c1c(N)n(-c2ccc(C)c(C)c2)c2nc3ccccc3nc12
→ -10 | -1.1 | . | -19 | 100%[activator] | 2.7% | -6 | 0 | -4
Cc1cccc2nc(-c3cccc(NC(=O)c4ccc(Cl)cc4)c3)cn12
→ 7 | -0.5 | . | 16 | 3% | 2.6% | -4 | -1 | -6
COc1ccc(-c2nnn(CC(=O)N(C3CCCC3)C(C)C(=O)NC3CCCC3)n2)cc1OC (stereo unspecified)
→ -10 | 0.3 | -4 | 14 | -16% | 3.5% | -8 | 1 | -4
Cc1ccc(C(=O)NCCc2nnc3ccc(SCC(=O)N4CCCCC4)nn23)cc1
→ 2 | 0.3 | -15 | 4 | ? | 0.2% | 33* | 1 | -4
COC(=O)CC1C(=O)NCCN1C(=O)NC1CCCCC1 (stereo unspecified)
→ -16 | 0.3 | 5 | -11 | -7% | -0.1% | -6 | 0 | -3
CC(=O)Nc1ccc(S(=O)(=O)NCC2CCC(C(=O)NCc3ccccc3Cl)CC2)cc1 (stereo unspecified)
→ -8 | 0.2 | -9 | -5 | 7% | -1.1% | -9 | 1 | -3
Cc1cc(C)n2nc(SCC(=O)N(C)c3c(N)n(Cc4ccccc4)c(=O)[nH]c3=O)nc2n1
→ -3 | 0.7 | . | 7 | -7% | 2.3% | 9 | 0 | -4
Cc1ccc(N2C(=N)SCC2=O)cc1Cl
→ 10 | 0.0 | 0 | 1 | -6% | 1.5% | -1 | 2 | -4
NC(=O)C1CC(=O)N(c2ccc(OCc3ccc(F)cc3)cc2)C1 (stereo unspecified)
→ 4 | 0.1 | -7 | 6 | ? | -0.5% | 1 | 3 | -2
COc1cc(C(=O)NCC2CCCO2)ccc1OCc1ccc(Cl)cc1 (stereo unspecified)
→ 22 | -0.4 | -12 | 6 | . | -1.4% | 5 | 5 | 2
O=C(Nc1ccccc1C(=O)N/N=C/c1ccc(F)cc1)c1ccccc1Br
→ 6 | 0.1 | 6 | 29 | -18% | 0.0% | -3 | 1 | -1

Complete entries as entered above. Values in the order: D2 PAM	TRHR agonist	RXFP1 antagonist	D1 antagonist	Anesthetic bind	RXFP1 ag	TRHR PAM	D1 ag	D1 PAM
COc1ccc(-c2nnn(CC(=O)N(C3CCCC3)C(C)C(=O)NC3CCCC3)n2)cc1OC (stereo unspecified) as listed: -10	0.3	-4	14	-16%	3.5%	-8	1	-4
Nc1nc(CN2CCN(Cc3ccc4c(c3)OCO4)CC2)nc(Nc2ccccc2)n1 as listed: -18	-1.1	5	-47*	-9%	0.4%	10	2	-10

The results go on.
Below each compound: D2 PAM | TRHR agonist | RXFP1 antagonist | D1 antagonist | Anesthetic bind | RXFP1 ag | TRHR PAM | D1 ag | D1 PAM
Cc1ccc(NC(=O)Cn2ccnc2)cc1C
→ -13 | 0.4 | 8 | 0 | -8% | -0.1% | -3 | 6 | 6
COc1ccc(S(=O)(=O)N2CCCCC2)cc1NC(=O)CCc1nc2ccccc2c(=O)[nH]1
→ 6 | 0.7 | 4 | -10 | . | 7.5% | 0 | 0 | -9
Cc1c(C(=O)N2CC3(CC(c4cccc(NC(=O)CC(c5ccccc5)c5ccccc5)c4)=NO3)C[C@@H]2C(N)=O)cc([N+](=O)[O-])cc1[N+](=O)[O-] (stereo partly specified)
→ 10 | 0.6 | . | 0 | ? | 1.0% | 0 | 3 | -3
Cc1cc(NC(=O)CC2(CC(=O)O)CCCC2)n(C)n1
→ 9 | 0.5 | 11 | 10 | 5% | 0.0% | 12 | 9 | 1
COc1ccc(OC)c(-n2c(-c3cccc(S(=O)(=O)N(C)C)c3)n[nH]c2=S)c1
→ -5 | -0.9 | -39 | 7 | -13% | 5.1% | -2 | 3 | -5
C=C(C)Cn1c(=O)c(NC(=O)c2ccccc2)c2n(c1=S)CCC2
→ -4 | -0.6 | -9 | 3 | -9% | 1.5% | -3 | 3 | -3
CCOc1cc(C(=O)OCC(=O)Nc2cc(C)on2)ccc1OCC(C)C
→ 11 | 2.1 | -17 | -11 | -3% | -0.4% | 5 | 3 | 0
O=C(O)C1SCCN1S(=O)(=O)c1ccc2ccccc2c1 (stereo unspecified)
→ 8 | -0.5 | -13 | 4 | -7% | 0.1% | 6 | 0 | 5
Cc1cccc(C)c1NC(=O)CNC(=O)c1c(-c2ccccc2)noc1C
→ -5 | -0.1 | -1 | 7 | . | -0.2% | -3 | 0 | 10
Cc1ccc(N(CC(=O)NCc2cccnc2)S(C)(=O)=O)cc1C
→ -3 | -0.6 | 7 | 8 | -8% | 2.6% | -7 | 2 | -3
CCN(CC)C(=O)c1sc(NC(=O)c2cccnc2)c(C(=O)OC)c1C
→ 3 | 0.2 | -10 | 4 | 5% | 0.3% | -2 | 2 | 3
O=C(/C=C/c1ccccc1Cl)c1ccc(O)cc1
→ 4 | -1.0 | -3 | -14 | ? | -0.8% | -3 | 3 | -4
CCOC(=O)c1ccc(NC(=O)c2ccc3c(c2)c(C)c(C)n3Cc2ccc(F)cc2)cc1
→ 0 | 0.5 | -10 | 0 | 14% | -1.6% | -3 | 4 | -6
Cc1cc(C)nc(SCc2ccc(C(=O)N/N=C/c3ccco3)cc2)n1
→ -13 | -0.6 | -9 | -17 | -16% | 0.6% | -1 | 1 | -3
COc1ccccc1CNc1ncnc2c1cnn2-c1ccc(C)cc1
→ 5 | 0.2 | -32 | -10 | -10% | 0.1% | 15 | 0 | -3
S=C(Nc1ccccc1)N1CCN(c2ccccn2)CC1
→ -14 | -0.6 | -1 | -7 | -1% | 0.3% | -3 | 3 | -6
Cc1ccc(CN2CCC(CNC(=O)Nc3cccc(Cl)c3C)C2)cc1 (stereo unspecified)
→ -29 | 1.3 | . | -28 | 2% | -0.7% | -3 | 9 | -1
COc1ccc(C)c(-n2c(=O)n(Cc3ccccc3)c(=O)c3[nH]cnc32)c1
→ 4 | -0.6 | 2 | -16 | -7% | 0.0% | 0 | 1 | -1
O=C(Nc1ccccc1)Nc1n[nH]c2nnc(-c3ccccc3)c(-c3ccccc3)c12
→ 2 | 2.4 | . | 26 | ? | 3.4% | -6 | 2 | 1
Cc1cccc(-c2nc(CS(=O)CC(=O)NCc3cccs3)c(C)o2)c1 (stereo unspecified)
→ 3 | -0.5 | 1 | 0 | ? | -0.2% | 0 | 0 | 5
O=Cc1ccccc1-n1cccn1
→ 25 | 0.7 | 0 | -33* | -9% | -0.5% | 1 | 2 | -1
CCOC(=O)N1CCC(N2C(=O)c3ccccc3C2Nc2ccc(C)cc2)CC1 (stereo unspecified)
→ 7 | 0.0 | -2 | -14 | -16% | 1.6% | 14 | 0 | -1
CCn1ccnc1CN1CCCCC1C(=O)Nc1ccc(Oc2cccnc2)cc1 (stereo unspecified)
→ 7 | -0.1 | 3 | -1 | -10% | 1.0% | -2 | 1 | 3
CCOc1ccc(-c2cc(CCCC(=O)N3CCN(c4ccc(OC)cc4)CC3)no2)cc1
→ 5 | 0.2 | 5 | -14 | -1% | -0.1% | 10 | 4 | 2
COC(=O)C(Cc1ccc(O)cc1)NC(=O)CCc1ccco1 (stereo unspecified)
→ 1 | -0.2 | -24 | 3 | 4% | 0.3% | 2 | 4 | 2
CCN(CC)CCCN(Cc1cc2ccc(C)c(C)c2[nH]c1=O)C(=O)NC1CCCCC1
→ -6 | 0.5 | -22 | 14 | -14% | 3.3% | 1 | 0 | -7
CCN(CC)C(=O)CSc1nc(N)c2c3c(sc2n1)CC(C)CC3 (stereo unspecified)
→ 5 | -0.2 | -7 | -5 | ? | 5.1% | -1 | 4 | -2
O=C(NCCc1ccccn1)C1CCCN(S(=O)(=O)Cc2ccccc2)C1 (stereo unspecified)
→ -8 | 0.4 | -2 | 13 | 0% | 0.5% | 0 | 2 | 5
CCn1c2ccccc2c2cc(NC(=O)c3cccc(OC)c3OC)ccc21
→ 3 | 0.5 | 1 | -6 | 58%[activator] | 2.9% | -1 | 2 | 5
COc1ccc(OC)c(CCNC(=O)CCCn2c(=O)c3cccn3c3ccccc32)c1
→ -10 | -0.4 | -11 | -12 | 3% | 0.6% | 0 | 0 | -4
CCC(C)Sc1ccc(-c2nc3ccc(C)cn3c2NCc2ccccc2)cc1OC (stereo unspecified)
→ -9 | 0.0 | . | 8 | . | 26% | 1 | 3 | -5
COc1ccc(C(=O)Nc2cc(OC)nc(OC)n2)cc1
→ -13 | 0.0 | -3 | 23 | -5% | 1.0% | -1 | -1 | -5
CCCCC(=O)NC(NC(=S)N1CCOCC1)C(Cl)(Cl)Cl (stereo unspecified)
→ -10 | 0.2 | 0 | -34* | -4% | -0.6% | -2 | 5 | 5
COC(=O)C(O)(CC(=O)Nc1ccc(C)c(F)c1)C(F)(F)F (stereo unspecified)
→ -2 | 0.2 | 0 | -8 | ? | 2.6% | 7 | 2 | -6
Cc1ccsc1/C=N/n1c(-c2ccccn2)n[nH]c1=S
→ 15 | 0.1 | -5 | -7 | 1% | -0.4% | 2 | 2 | 2
